AmpC inh det = Promiscuous and Specific Inhibitors of AmpC Beta-Lactamase (assay with detergent). AID 584, 2007. Potency, µM (doses to about 28.7 µM), for inactives: top-dose activity change, negative = inhibition. P00811. purified AmpC, nitrocefin hydrolysis with detergent. actives 0.09% (n = 71,000); active = well fitted curve in the direction sought with a large enough effect
Target sequence (P00811 whole entry, looked up): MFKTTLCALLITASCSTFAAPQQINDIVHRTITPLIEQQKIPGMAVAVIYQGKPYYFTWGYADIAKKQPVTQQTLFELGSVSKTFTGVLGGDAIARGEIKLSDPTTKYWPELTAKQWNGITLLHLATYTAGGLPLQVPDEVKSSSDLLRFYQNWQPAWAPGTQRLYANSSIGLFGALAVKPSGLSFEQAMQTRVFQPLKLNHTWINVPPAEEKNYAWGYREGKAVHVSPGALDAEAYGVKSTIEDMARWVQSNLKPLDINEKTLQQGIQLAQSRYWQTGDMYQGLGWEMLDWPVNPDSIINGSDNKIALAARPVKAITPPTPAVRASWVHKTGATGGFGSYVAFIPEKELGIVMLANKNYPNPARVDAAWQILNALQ
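E. coli AmpC (5.3 nM) in 20 mM phosphate pH 7.0 with 0.01% Triton X-100, preincubated 15 min RT with compound; nitrocefin (2 uL of 800 uM stock) hydrolysis followed by 480 nm absorbance every 20 s over 4 min.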
An asterisk follows results filed as active; [ ] = dose if it differs, or a comment. % is scaled to controls: 0 for no effect and ±100 for the full control effect; potency is read from the fitted curve at half-maximal effect. Not all compounds are listed; the hit share may differ from the screen's.

molecule | AmpC inh det
CC(C)C[C@H](NC(=O)[C@@H](NC(=O)N[C@@H](Cc1ccccc1)C(=O)O)[C@H]1CCN=C(N)N1)C(=O)N[C@H](C=O)Cc1ccccc1 | 0%
CN(Cc1ccccc1)C1CC(=O)N(c2ccc(C(=O)O)cc2)C1=O (stereo not given) | -5%
Cc1cc(NC(=O)CN2CCCCCCC2)no1 | 10%
O=C(NC1CCS(=O)(=O)C1)c1ccc(-c2ccc(Br)cc2)o1 (stereo not given) | -3%
Cn1ccnc1SCC(=O)Nc1sccc1C#N | -1%
CCCn1c(SCC(=O)Nc2nccs2)nnc1-c1cccnc1 | -3%
CN(C)CCCSc1nc2ccccc2[nH]1 | -5%[5.75 µM]
O=C(CCCOc1ccc(Cl)cc1)N1CCCCCC1 | -5%
NC1=NC(=Nc2ccccc2)c2ccccc21 | -2%
COc1nc(NCCC2=CCCCC2)nc(OC)n1 | 0%
O=C(O)C1C2C=CC(C2)C1C(=O)NCc1ccc2c(c1)OCO2 (stereo not given) | 7%
Fc1ccc(Cn2nnnc2C(c2cccs2)N2CCCCCC2)cc1 (stereo not given) | -2%
CCOC(=O)c1cccc(NC(=O)CSc2nnc(C)n2Cc2ccccc2)c1 | -5%
Cc1ccc(Nc2nc3nonc3[nH]c2=O)cc1C | 4%
CCOc1ccc(-c2nnn(CC(=O)c3cc(OC)ccc3OC)n2)cc1 | 16%
CCc1nc(C)c(C#N)c2cc(OC)c(OC)cc12 | 13%
COc1cc(-c2cc3nc(C)c(C)c(=O)n3[nH]2)cc(OC)c1OC | 11%
Cc1cc(C(F)F)n2nc(C(=O)Nc3ccccc3F)nc2n1 | -3%
Cc1ccc2[nH]cc(C(=O)CN3CCC4(CC3)OCCO4)c2c1 | 17%
CN(C)c1nc(N)nc(/C(C#N)=C/C2CC3C=CC2C3)n1 (stereo not given) | -4%
Cc1cc(NC(=O)c2cccc(N3C(=O)CCC3=O)c2)no1 | -1%
CCOC(=O)N1CCN(c2cc(C)nc3nc(C)nn23)CC1 | 7%
COc1ccc(C(=O)c2ccc(OC)c(N)c2)cc1N | 9%
O=C(CN1CCOCC1)Nc1ccc(Oc2ccccc2)cc1 | -4%
COC(=O)c1ccc(CN2CCN(Cc3ccc(C(=O)OC)o3)CC2)o1 | 15%
CCc1nnc(NC(=O)CCC(=O)N2CCN(CCc3ccccc3)CC2)s1 | -7%
N#CCCNC(=O)CCN1CCOCC1 | -6%
Cc1ccc(NC2=CC(=O)CC(c3ccco3)C2)c(N)c1 (stereo not given) | 6%
COC(=O)c1ccc(CSc2nnc(N)s2)cc1 | -1%
COc1ccc(-n2c(=O)c(-c3cc(F)cc(F)c3)nc3cnc(N4CCOCC4)nc32)cc1 | 0%
COCc1[nH]nc2c1C(c1ccc(F)cc1F)C(C#N)=C(N)O2 (stereo not given) | -2%
CCOC(=O)C(NC(=O)CC)(Nc1ccccc1OC)C(F)(F)F (stereo not given) | -4%
CCN(C1CCCCC1)S(=O)(=O)c1ccc(C(=O)O)cc1 | -5%
CCOC(=O)CSc1nnc(-c2cccc(Cl)c2)n1CC | 0%
NS(=O)(=O)c1cccc2cccnc12 | 9%
Cc1ccc(NC2=NCC(=O)N2c2ccc3c(c2)OCCO3)c(C)c1 | 3%
O=c1[nH]c(=O)n(Cc2ccccc2)c2nc(-c3ccco3)cc(C(F)(F)F)c12 | -1%
CCOC(=O)c1c(C)oc(/N=C/c2ccccc2O)c1C#N | -3%
NC(=O)c1c(-c2cccs2)csc1N | -3%
CCOC(=O)C(C)n1cnc2c(nnn2-c2ccc(OC)cc2)c1=O (stereo not given) | -4%

Shown with each value named: part of the list above.
mol: CCOC(=O)CSc1nnc(-c2cccc(Cl)c2)n1CC
  AmpC inh det: 0%
mol: NS(=O)(=O)c1cccc2cccnc12
  AmpC inh det: 9%

Further results follow.
molecule | AmpC inh det
CCC(=O)Nc1ccc(NC(=O)c2ccccc2Cl)nc1 | -4%
Cc1ccc2c(c1)C(c1ccccc1)N(C(=O)C(C)C)CC(=O)N2 (stereo not given) | 15%
CC1CCCCN1C(=O)CSc1nc(C2CC2)nc2c1cnn2-c1ccccc1 (stereo not given) | 11%
O=C(NCCC1=CCCCC1)C1CCN(c2nnc(-n3cccc3)s2)CC1 | 7%
CC(OC(=O)c1cc[n+]([O-])cc1)C(=O)Nc1ccc(Cl)cn1 (stereo not given) | -3%
Cc1ccc2c(CN3C(=O)NC4(CCCCC4)C3=O)cc(=O)oc2c1C | -4%
Cc1noc(C)c1-c1ccc2ncnc(NC3CC3)c2c1 | 6%
COc1ccccc1C(=O)N(Cc1nc(-c2ccc(Cl)cc2)no1)C(C)C | 14%
O=c1c(Cl)c(NCCO)ncn1-c1ccccc1 | -4%
CN(C)Cc1ccccc1-c1nc(NCc2cccs2)c2ccccc2n1 | 9%
CCC(C)NS(=O)(=O)c1ccc(NC(=O)c2c(-c3ccccc3)noc2C)cc1 (stereo not given) | 10%
Cc1cc(C)nc(NS(=O)(=O)c2ccccc2)n1 | 21%
CN(C)C(=O)c1ccc(-c2ccc3ncnc(Nc4ccccc4)c3c2)cc1 | 10%
CCOc1ccc(C(C)=O)cc1Cn1nc(C(=O)O)c2ccccc2c1=O | 3%
CC(C)CCOc1ccc(C(=O)CCNC(C)C(=O)O)cc1 (stereo not given) | -3%
CN(C(=O)COc1cc(=O)n(C)c2ccccc12)c1ccc(Br)cc1 | 10%
CCOc1ccc(CCN2C(=O)C3C4C=CC(C4)C3C2=O)cc1OCC (stereo not given) | 12%
O=C(Nc1ccc2c(c1)CCC2)C1COc2ccccc2O1 (stereo not given) | 0%
CCC(C)NC(=O)c1c(-c2cc(Cl)c(OC)c(Cl)c2)noc1C (stereo not given) | 4%
CC(C(=O)O)c1cccc(C(=O)c2ccccc2)c1 (stereo not given) | 0%
Cc1ccc(-c2[nH]nc3c2C(c2ccc(OC(=O)N4CCOCC4)cc2)C(C#N)=C(N)O3)cc1 (stereo not given) | -3%
CC(NC(=O)c1ccccc1)(C(=O)O)C(=O)O | -2%[5.75 µM]
CN(C)c1ccc(-c2nc(-n3ccnc3)c3ccccc3n2)cc1 | 4%
CC(=O)N1CCc2cc(C(=O)CN3CCN(c4cccc(Cl)c4)CC3)ccc21 | 9%
COc1ccc(S(=O)(=O)NCCN2CCOCC2)c2ccccc12 | -2%
CCCC(=O)Nc1ccc2c(c1)C(=O)N(CCC(=O)O)C2=O | -3%
Cc1ccccc1CS(=O)(=O)Cc1ccc(C(=O)N2CCOCC2)o1 | 6%
CC1CCCCC1NC(=O)c1cn(C)c2ccc(S(=O)(=O)N3CCCC3)cc2c1=O (stereo not given) | -3%
COc1ccc(C2CC(=O)C3=C(C2)Nc2ccccc2N(C(C)=O)C3c2ccco2)cc1 (stereo not given) | 3%
CC(C)COC(=O)Cn1cnc2ccc(Br)cc2c1=O | 16%
Cc1ccc(CNC(=O)CN2CCN(Cc3ccc(C)cc3)C2=O)cc1 | -2%
O=C(Cc1cccs1)N1CCC(c2nc3c(nnn3Cc3ccccc3)c(=O)[nH]2)CC1 | -4%
CCOC(=O)N1CCN(C(=O)C2CCN(S(C)(=O)=O)CC2)CC1 | -3%
O=C(Nc1nc2ccccc2n1CCN1CCCC1)c1ccc(Cl)cc1 | 8%
COc1ccc2[nH]c(=O)c(CN(CCc3ccccc3)Cc3nnnn3CC3CCCO3)cc2c1 (stereo not given) | 10%
CC(C)C(NC(=O)C12CC3CC(CC(C3)C1)C2)C(=O)O (stereo not given) | 0%
O=C(NC12CC3CC(CC(C3)C1)C2)c1ccccc1O | 0%
CC(=O)Nc1nnc(SCC(=O)NC(C)(C)C)s1 | 9%
COc1ccc(-c2nc3cnc(N4CCOCC4)nc3n(CCc3ccccc3)c2=O)cc1 | -1%
CC(C)C1N=C2c3ccccc3N=C(SCC(=O)NCCc3ccc(S(N)(=O)=O)cc3)N2C1=O (stereo not given) | 1%

Reprinted from the part before: 4 compounds, then new ones.
molecule | AmpC inh det
O=C(NC12CC3CC(CC(C3)C1)C2)c1ccccc1O | 0%
CC(=O)Nc1nnc(SCC(=O)NC(C)(C)C)s1 | 9%
COc1ccc(-c2nc3cnc(N4CCOCC4)nc3n(CCc3ccccc3)c2=O)cc1 | -1%
CC(C)C1N=C2c3ccccc3N=C(SCC(=O)NCCc3ccc(S(N)(=O)=O)cc3)N2C1=O (stereo not given) | 1%
O=C(c1cc2ccccn2n1)N1CCN(Cc2ccccc2)CC1 | 12%
Cc1[nH]c2c(C)ccc(C)c2c1CC(=O)O | -1%[5.75 µM]
COC(=O)[C@@H](NC(=O)c1cc(-c2ccccc2)nc2ccccc12)c1ccccc1 | -3%
COc1nc(-c2ccccc2)ccc1-c1noc(-c2ccco2)n1 | -3%
COc1ccc(C(=O)NC2CCN(S(=O)(=O)Cc3ccccc3)CC2)c(OC)c1 | -3%
CCOc1ccc(C2CC(=O)NC3=C2C(=O)CCC3)cc1Cl (stereo not given) | 13%
COc1ccc(N2CCN(S(=O)(=O)c3cccc(C(F)(F)F)c3)CC2)cc1 | -3%
Nc1c2ccccc2nc2c(O)cccc12 | -1%[12.8 µM]
CCOC(=O)N(CC)c1ccc(C(O)(C(=O)OC)C(F)(F)F)cc1 (stereo not given) | -3%
O=C(CN1CCN(c2nc(-c3ccccc3)cs2)CC1)NCc1ccc2c(c1)OCO2 | -6%
COCCCNC(=O)CCCn1c(=O)[nH]c2ccccc2c1=O | -4%
O=C(Cn1c(SCC(=O)NC2CCCC2)nnc1-c1ccncc1)Nc1ccc2c(c1)OCO2 | 0%
CCC(CC)C(=O)NCCc1cc2cc(C)c(C)cc2[nH]c1=O | 7%
COC(=O)C1=C(C)N(CCC2=CCCCC2)C(=O)C1 | -6%
Cc1cc(C(=O)NCc2ccccc2)c(=O)[nH]c1C | 7%
CCOC(=O)c1sc(=S)n(-c2cc(F)ccc2F)c1N | 12%
CCCC(c1cc(C(C)(C)C)c(O)cc1C)c1cc(C(C)(C)C)c(O)cc1C | -2%[5.75 µM]
COc1ccccc1C(=O)Nc1cc(-c2nn3c(C)nnc3s2)ccc1C | 13%
CN1/C(=C\C(=O)C(F)F)C(C)(C)c2ccccc21 | -1%
CCOC(=O)c1sc2nc3c(cc2c1N)COC(C)(C)C3 | -5%

The closing five records of the section before are carried over, then new ones follow:
molecule | AmpC inh det
CCOC(=O)c1sc(=S)n(-c2cc(F)ccc2F)c1N | 12%
CCCC(c1cc(C(C)(C)C)c(O)cc1C)c1cc(C(C)(C)C)c(O)cc1C | -2%[5.75 µM]
COc1ccccc1C(=O)Nc1cc(-c2nn3c(C)nnc3s2)ccc1C | 13%
CN1/C(=C\C(=O)C(F)F)C(C)(C)c2ccccc21 | -1%
CCOC(=O)c1sc2nc3c(cc2c1N)COC(C)(C)C3 | -5%
Cc1cc(-c2ccccc2)nc(N2CCN(c3ccccn3)CC2)n1 | -1%
O=C(COc1ncnc2ccc(Br)cc12)Nc1ccc(N2CCOCC2)cc1 | -4%
CCOC(=O)c1oc2c(CN3CCCCC3C)c(O)ccc2c(=O)c1-c1ccc(OC)c(OC)c1 (stereo not given) | -1%
Cc1ccc(CNC(=O)C2c3ccccc3C(=O)N3CCc4ccccc4C23)o1 (stereo not given) | 12%
C=C(C)c1nc(N)nc(N)n1 | -2%
CCOC(=O)N1CCN(C(=O)c2ccc3c(c2)NC(=O)C(N2CCOCC2)S3)CC1 (stereo not given) | -4%
CCCCSc1nnc2nc(C)cc(C)n12 | 10%
COc1ccc(S(=O)(=O)N2CCN(c3ccc(C)cc3C)CC2)cc1OC | 9%
CN(C)c1ccc(N=Cc2nc(-c3ccccc3)oc2O)cc1 | -2%
CCOC(=O)C(Cc1ccccc1)NC(=O)CCc1c(C)nc2ncnn2c1C (stereo not given) | -4%
COC(=O)c1ccccc1NC(=O)N1CCCC1 | -3%
Cc1nn(Cc2ccccc2Cl)c(C)c1NC(=O)c1noc2c1CCCCC2 | -2%
O=C(NC1CCCc2ccccc21)c1ccc(CNc2c(N3CCOCC3)c(=O)c2=O)cc1 (stereo not given) | 5%
N#Cc1ccccc1CSc1nc(O)cc(=O)[nH]1 | -2%
COCCCN1C(=O)C(O)=C(C(=O)c2ccco2)C1c1ccccc1 (stereo not given) | 0%
CC(=O)Nn1cc2c(=O)n(C)c(=O)n(C)c2c1 | 0%
O=C(C1CC(=O)N(c2ccccc2)C1)N1CCN(C2=NS(=O)(=O)c3ccccc32)CC1 (stereo not given) | 0%
CCOc1cc(C2C(C(=O)OC)=C(C)N=C3SC(C)C(=O)N32)ccc1OC(C)=O (stereo not given) | -2%
CCCc1cc2c(n1Cc1cccc(Cl)c1)C(C)C1CN(C(=O)c3ccccc3)C(C)(C(=O)OC)C21 (stereo not given) | -1%
Cc1c(-n2c(CN3C(=O)c4ccccc4C3=O)nc3ccccc3c2=O)c(=O)n(-c2ccccc2)n1C | -1%

Some of these compounds in order of count of non-hydrogen atoms, largest number first.
molecule | AmpC inh det
O=C(C1CC(=O)N(c2ccccc2)C1)N1CCN(C2=NS(=O)(=O)c3ccccc32)CC1 (stereo not given) | 0%
COCCCN1C(=O)C(O)=C(C(=O)c2ccco2)C1c1ccccc1 (stereo not given) | 0%
CC(=O)Nn1cc2c(=O)n(C)c(=O)n(C)c2c1 | 0%
C=C(C)c1nc(N)nc(N)n1 | -2%

Next part
molecule | AmpC inh det
CSc1nc(-c2ccccc2)nc(N2CCCC2)c1C(C)=O | -4%
O=C(CSC1=NCCN1)c1ccccc1 | -2%[5.75 µM]
N#Cc1ccc(CSc2nnc(-c3cnccn3)o2)cc1 | 9%
CCOc1nc2ccccc2nc1NS(=O)(=O)c1ccccc1 | 0%
C[N+](C)(C)c1ccc([C@H](N)C(=O)O)cc1 | -2%[5.75 µM]

Screening results (PubChem BioAssay)
